Compound activity deposited in PubChem BioAssay by several laboratories.
Ins promoter up: MIN6 insulin promoter up-regulation; MIN6 insulin promoter-GFP reporter, high-content imaging; hits give high values; z-score at 5 µM; actives 0.3% (n = 190,000); AID 1625;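 active means z-score above 3 at 5 µM with at least 500 cells counted in the well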
Dynein cargo inh: dynein cargo transport inhibition | actives 0.47% (n = 220,000) | AID 1381 | z-score, hits read low | 3617.4 mouse cells, GR-EGFP nuclear translocation imaging; test concentration mostly 20 µM; stimulated with dexamethasone, 1 µM; hits give low values;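 active means plate z-score of nuclear minus cytoplasmic receptor signal below a set negative limit, without overly bright fluorescence or cell loss, cut at about -3.5 in these data, passing the limit was not always enough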;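 further: z-score of nuclear minus cytoplasmic ring GR-EGFP intensity difference per well; some compounds called inactive have numbers as strong as hits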
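Buffer or medium: tet-free, stripped-serum medium; reagent: dexamethasone at 1.0 µM final, 30 min; incubation: 48 h induction, 1 h compound, 30 min dex at 37 °C; measured by: formaldehyde fixation, Hoechst nuclear stain, 10x automated fluorescence imaging; read-out: nuclear-to-cytoplasmic GR-EGFP distribution per well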
Autophagy HCS: modulators of autophagy; MEF GFP-LC3 puncta imaging; test concentration mostly 10 µM; calls only at 10 µM (by protocol); actives 0.98% (n = 190,000); AID 463193;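 active means percentage of spot-positive cells more than 3 SD above its plate mean, without a fluorescence outlier flag or 80% toxicity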;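 further: spot-positive cell cutoff set from DMSO-treated cells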
P. falciparum M1AAP: malaria alanyl aminopeptidase activity blockers – biochemical, fluorogenic H-Leu-NHMec substrate, 1536-well (AID 1445) | one-dose inhibition, % at 30 µM; IC50 in µM for titrated hits | actives 0.42% (n = 220,000) | recombinant M1AAP, H-Leu-NHMec fluorogenic kinetic assay; higher % means a stronger effect;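 active means primary inhibition above the hit cutoff, then over 50% inhibition at one or more dose response concentrations, cut at about 23% in these data, passing the limit was not always enough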;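 further: plate controls were DMSO full reaction for no effect and no enzyme background for full effect; strong numbers were not always called active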
UTI89 phage lysis: protection from phage-mediated lysis, alamar blue read-out – E. coli UTI89, K1F phage, bacterial capsule biogenesis inhibitors (AID 488966); E. coli UTI89 K1F phage lysis, alamar blue, 2 h; higher % means a stronger effect; one-dose inhibition, % at 100 µM; IC50 in µM for titrated hits; actives 0.02% (n = 340,000);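 active means phage lysis inhibition, versus mean bacterial control, above a set limit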;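 further: capsule biogenesis inhibitors block K1F phage lysis so surviving cells raise fluorescence; higher fluorescence means more inhibition of phage lysis; actives were called in the ten point dose series up to 300 µM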
MT stabilize HCS: stabilizes microtubules in HeLa cells; HeLa tubulin immunostaining HCS, 24 h; share of cells brighter than vehicle mean+2SD; % tubulin-high responders, % at 10 µM; actives 0.83% (n = 200,000); AID 2205;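 active means plate Z-score above 3 for both tubulin-high and condensed-nucleus cell shares, with cell loss under 80%, at 10 µM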;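 further: anti alpha tubulin signal scored within the nucleus-defined area of each cell; some results filed as inactive read as strong as hits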
M17LAP inhibition: P. falciparum M17LAP inhibitors, primary screen, biochemical, fluorogenic H-Leu-NHMec substrate, 1536-well (AID 1619); recombinant M17LAP, H-Leu-NHMec fluorogenic kinetic assay; higher % means a stronger effect; actives 0.38% (n = 220,000); inhibition, % at 30 µM; hits with a dose series show IC50 in µM;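 active means compound inhibiting the enzyme by more than half at any dose during confirmatory dose-response retesting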;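 further: plate controls were full reaction with DMSO carrier for no effect and no enzyme background for full effect; strong numbers were not always called active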
CSM14.1 death rescue: rescue of cells from ER stress-induced death, primary screen, 384-well, CSM14.1, thapsigargin, ATP luminescence (AID 1222) | one-dose cellular ATP content (survival), % at 20 µM; EC50 in µM for titrated hits | 190,000 tested, under 10 active | CSM14.1 thapsigargin-induced death rescue, ATP luminescence; higher % means a stronger effect;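 active means EC50 below 50 µM in the dose-response confirmation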;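 further: death triggered by thapsigargin at about 15 µM added after 2 h compound pretreatment; cell ATP read after overnight thapsigargin exposure of roughly 18 to 22 hours; normalized against plate controls of thapsigargin alone and 5% DMSO vehicle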
bCat nuc transl: alters nuclear translocation of beta-catenin in HeLa cells; AID 1665; actives 0.3% (n = 190,000); immunofluorescence imaging; nuclear translocation activity, % at 5 µM;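 active means nuclear translocation activity above 50% at 5 µM, with a well cell count of 50 or more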;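 further: per-cell ratio of nuclear to cytoplasmic median beta-catenin stain intensity; plate controls were DMSO negative control for no effect and GSK-3 inhibitor IX positive control for full effect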
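Test system: human HeLa cells, native beta-catenin. Compound dosing: 5 µM primary single dose, 0.1% DMSO, 0.02–20 µM confirmation series. Incubation: compound exposure 24 h at 37°C. Detection: beta-catenin immunostaining with DAPI counterstain, 20x imaging, 6 fields/well. Read-out basis: Nuclear/cytoplasmic beta-catenin signal ratio, % activation.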
Dynein cargo inh cytoplasmic EGFP: second read-out of Dynein cargo inh, no call of its own (marks repeat the call); z-score; measured here: cytoplasmic GR-EGFP intensity; hits give high values
Dynein cargo inh nuclear GR-EGFP: recorded beside Dynein cargo inh, whose call it bears; z-score; measured here: nuclear GR-EGFP intensity;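 lower value marks the stronger effect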
Dynein cargo inh cell count: second read-out of Dynein cargo inh, no call of its own (marks repeat the call); z-score; measured here: cell count per field
Ins promoter up cell count: further read-out of Ins promoter up, marked with its call; cell count; measured here: cytotoxicity, nuclei count;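 total cells summed across four imaged fields per well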
bCat nuc transl cell count 5 µM: recorded beside bCat nuc transl, whose call it bears; cell count; measured here: cell count, cytotoxicity flag
MT stabilize HCS Hoechst-high %: further read-out of MT stabilize HCS, marked with its call; % Hoechst-high responders; measured here: nuclear condensation Hoechst responders;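 share of cells brighter than vehicle mean plus two SD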
MT stabilize HCS cytotoxicity %: recorded beside MT stabilize HCS, whose call it bears; toxicity, %; measured here: cytotoxicity by cell density;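 0% = mean cell density of plate MIN control wells and 100% = no cells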
Autophagy HCS cell loss 18 h: further read-out of Autophagy HCS, marked with its call; toxicity, %; measured here: cell loss, nuclei count;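 cell loss after 18 h compound exposure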
* marks the source's active call; other numbers are inactive results; i = inactive; . = not tested or not shown; [ ] = another dose, or the depositor's remark.

Values run as follows: Ins promoter up	Ins promoter up cell count	Dynein cargo inh	Dynein cargo inh cytoplasmic EGFP	Dynein cargo inh nuclear GR-EGFP	Dynein cargo inh cell count	Autophagy HCS	Autophagy HCS cell loss 18 h	P. falciparum M1AAP	UTI89 phage lysis	MT stabilize HCS	MT stabilize HCS Hoechst-high %	MT stabilize HCS cytotoxicity %	M17LAP inhibition	CSM14.1 death rescue	bCat nuc transl	bCat nuc transl cell count 5 µM
COc1ccc(CNc2nc3nc(C)cc(C)n3n2)cc1OC
→ 0.47	1573	-0.019	-0.14	0.22	-0.31	i	4	10%	0.1%	1.6	4.1	9.8	5%	0.6%	-0.5	1040
CCOC(=O)/C(C#N)=C1/SC(CC)C(=O)N1c1ccc(C)cc1 (stereo unspecified)
→ 0.22	1331	-0.14	-0.19	-0.24	0.52	i	-3	2%	0.5%	1.0	1.9	6.6	8%	-2.3%	-5.4	1250
Cc1ccc2nc(-c3ccc(NC(=O)CN(C)S(=O)(=O)c4ccccc4)cc3)sc2c1
→ -0.09	1593	-0.39	-0.062	0.061	1	i	4	8%	.	2.9	3.0	6.4	-1%	2.1%	-4.8	1084
CCCCN1C[C@H](O)[C@@H](O)[C@H](O)[C@H]1CO
→ .	.	0.85	0.1	0.84	-0.35	i	6	0%	2.9%	3.3	1.3	4.1	-1%	-0.9%	.	.
CCCCCN1N=C(C)CC1=O
→ -0.64	1253	2.1	-0.31	1.2	0.3	i	17	-7%	-1.4%	0.7	1.0	1.1	-3%	.	-0.4	1104
CC(OC1=CC(=O)CCC1)C(=O)c1ccccc1 (stereo unspecified)
→ 0.39	1271	-0.25	-0.22	-0.17	0.56	i	-2	-6%	2.0%	3.5	3.2	6.0	2%	4.0%	-0.8	1114
O=C1N(Cc2ccccc2F)c2ccccc2C12OCCCO2
→ 0.66	1418	-0.2	-0.19	0.2	-0.67	i	3	11%	6.3%	3.7	1.7	6.0	-3%	0.1%	-0.1	1390
ClC1(Cl)CC1CSc1ncn[nH]1 (stereo unspecified)
→ -0.52	1312	-0.45	-0.32	-0.31	0.13	i	1	0%	0.3%	1.4	1.1	2.4	-1%	-1.2%	2.5	934
CC1(C)CC(=O)C(c2c[nH]c3ccccc23)C(=O)C1
→ 0.19	1403	-0.17	-0.35	0.13	0.97	i	18	.	1.1%	1.9	1.7	9.0	.	-1.8%	-1.1	967
N#CCC(=O)Nc1ccccc1C(=O)O
→ 0.9	1501	0.073	-0.21	0.43	0.45	i	0	4%	0.1%	3.6	2.4	11	6%	-3.8%	-2.1	985
O/N=C(/CCc1ccccc1)c1ccc2c(c1)OCCO2
→ -0.17	1351	0.91	-0.025	1	0.11	i	29	-5%	-0.2%	5.1	1.4	2.6	-5%	0.7%	0.0	1528
COc1cccc(COc2nc3c(c(=O)n(C)c(=O)n3C)n2C)c1
→ 0.27	1264	0.015	-0.21	0.035	0.7	i	0	10%	-0.9%	3.4	2.8	3.7	5%	.	-0.5	1106
COc1ccc(CC(=O)N2CCC(Nc3nc4ccccc4n3Cc3ccc(F)cc3)CC2)cc1
→ .	.	0.025	-0.22	0.41	-1.1	i	-14	2%	0.8%	2.5	1.3	7.6	5%	-2.1%	-4.4	451
COc1cc(/C=N/NC(=O)c2ccc(CSc3nncn3C)cc2)cc(OC)c1O
→ .	.	-0.57	-0.26	-0.13	0.69	i	26	11%	0.3%	3.3	3.5	5.5	30%	-0.3%	-3.1	1016
CCCc1ccc(OCc2nc(-c3ccc(NC(=O)c4ccco4)cc3)no2)cc1
→ -2	843	-0.2	-0.2	0.12	0.17	i	-1	0%	1.4%	2.5	2.5	3.3	4%	-1.1%	-0.4	752
O=C(c1cccc(F)c1)N1CCC(N2CCCCCC2)CC1
→ -1.3	1032	0.21	-0.38	-0.21	0.68	i	-4	0%	-0.4%	0.7	2.2	18	14%	0.9%	.	.
Cc1cc(OCC(=O)Nc2ccncc2)c(C)cc1Br
→ -0.14	885	0.4	0.73	0.45	-0.26	i	6	-2%	0.5%	1.7	1.6	9.7	3%	3.9%	1.2	1213
C=CCSc1nnc2c(n1)OC(c1cccnc1)Nc1ccccc1-2 (stereo unspecified)
→ 0.58	1384	-0.48	-0.23	0.088	0.39	i	9	14%	-3.3%	2.5	1.1	8.4	24%	-0.1%	-2.0	951
Cn1c(CCC(=O)Nc2ccccc2F)nnc1SCC(=O)Nc1ccccc1Cl
→ 0.65	1639	0.023	-0.33	-0.14	0.61	i	1	1%	0.0%	5.3	1.7	6.3	-6%	-1.4%	-3.4	1047
Cn1c(=O)[nH]c(=O)c2c1nc1n2CCS1
→ -0.22	1179	-0.28	-0.47	0.33	-0.49	i	-8	7%	0.7%	4.8	3.1	4.6	0%	-0.6%	-1.9	1064
CCOc1ccc(Br)cc1C1C(C(=O)OC)=C(N)Oc2cc(N(C)C)ccc21 (stereo unspecified)
→ .	.	-0.5	-0.13	-0.31	0.38	i	44	16%	-0.3%	43	12	78	25%	1.1%	15	1002
O=C(NCCCN1CCOCC1)c1coc2ccccc2c1=O
→ 0.15	1159	-0.52	-0.19	-0.098	0.56	i	-10	1%	0.7%	1.6	1.5	9.1	4%	0.9%	-1.3	1025
COC(=O)c1cn(NC(=O)Cc2ccccc2Br)c(=O)c2ccccc12
→ 0.06	1046	0.11	-0.26	-0.1	-0.48	i	-6	3%	-0.2%	4.7	2.9	14	19%	-0.7%	3.2	978
COc1ccc2nc(NC(=O)CCN3C(=S)NC(C)(C)CC3C)sc2c1 (stereo unspecified)
→ -0.23	1311	-0.18	-0.33	-0.22	0.35	i	-8	2%	1.8%[50 µM]	3.3	3.4	5.7	4%	-3.0%	2.1	1050
O=C(NCCCn1ccnc1)c1cnn2c1NC(c1ccccc1)CC2C(F)(F)F (stereo unspecified)
→ 0.31	1223	0.3	-0.18	0.051	0.46	i	-2	9%	5.5%	3.1	1.2	3.0	15%	2.9%	0.9	1173
CC(C)OCCCNC(=O)CCC(=O)NNc1nc2ccccc2c2nc(-c3ccccc3)nn12
→ .	.	1.9	-0.18	1.1	-1.7	i	0	-3%	2.3%[50 µM]	3.4	3.5	11	-4%	2.6%	1.3	896
COC(=O)CCC(=O)OC1(C)C(=O)C2=CN(CC3CC3)C(c3ccc(OC)cc3)=CC2=C(Br)C1=O (stereo unspecified)
→ -0.45	1009	-0.72	-0.7	-0.31	0.026	.	.	7%	-1.6%	.	.	.	3%	.	-1.7	1236
Cc1ccc(S(=O)(=O)c2c(C)nn(C(C)(C)C)c2OC(=O)c2ccc(Br)o2)cc1
→ 0.31	1376	-0.029	-0.31	0.069	-0.28	i	2	20%	-0.5%	4.7	2.6	8.7	2%	-0.8%	0.6	1395
Cc1nnc(SCCn2c(N3CCCCC3)nc3c2c(=O)[nH]c(=O)n3C)s1
→ -0.17	1290	1.1	-0.23	1.3	-0.68	i	-9	7%	1.0%[50 µM]	3.5	2.0	14	8%	-1.7%	-1.4	572
CN=C(Cc1ccccc1)C1=C(O)CC(C)(C)CC1=O
→ -0.68	1254	-0.59	-0.26	-0.17	0.4	i	-2	6%	5.2%	2.3	1.9	7.2	1%	.	-3.8	1088
Cc1ccc(S(=O)(=O)NCCSCc2ccccc2)cc1
→ .	.	-0.45	-0.21	-0.39	0.87	i	0	5%	1.2%	2.5	1.5	9.5	10%	-1.0%	-0.2	1060
COc1ccc([N+](=O)[O-])cc1NC(=O)Cc1ccc(Cl)cc1
→ .	.	0.77	-0.22	0.49	0.22	i	0	3%	6.6%	2.9	1.8	9.1	9%	0.9%	-0.9	1108
CC1=NN(c2ccccc2)C(=O)C1/C=C1/NC(=S)NC1=O (stereo unspecified)
→ -0.09	1046	-0.64	-0.23	-0.25	0.55	.	.	13%	.	.	.	.	31%	.	-1.2	1321
O=C(c1ccco1)n1nc(-c2ccccc2)nc1NCc1ccco1
→ .	.	-0.33	-0.14	-0.11	1.4	i	-13	0%	0.0%	4.0	2.2	4.6	1%	-3.0%	.	.
O=C(CN1CCC(Cc2ccccc2)CC1)NC(=O)NCc1ccccc1
→ 0.65	1533	-0.59	-0.15	-0.48	-0.4	i	0	8%	0.1%	2.8	2.7	7.5	-1%	2.1%	1.4	1168
COc1ccc(N(CC(=O)NCc2ccccn2)S(=O)(=O)c2ccccc2[N+](=O)[O-])c(OC)c1
→ 0.82	1419	0.84	-0.34	-0.14	0.86	i	5	-1%	0.1%	2.9	1.3	4.0	10%	1.3%	0.1	1447

Limited to Dynein cargo inh, for two of the compounds above:
SMILES,Dynein cargo inh
COc1ccc(N(CC(=O)NCc2ccccn2)S(=O)(=O)c2ccccc2[N+](=O)[O-])c(OC)c1,0.84
COc1ccc([N+](=O)[O-])cc1NC(=O)Cc1ccc(Cl)cc1,0.77
